Screening results from PubChem BioAssay.
TRHR PAM – qHTS for Small Molecule Agonists and Allosteric Enhancers of Human TRH Receptor: Primary Screen for Enhancers; enhancement, % at 2 µM; Thyrotropin-releasing hormone receptor (Homo sapiens), P34981; 360,000 compounds, 0.66% hits; TRHR cells, fluo-8 calcium fluorescence, EC20 TRH enhancement; in the data active = enhancement above about 30%; also: 0% is about no effect
Target sequence (P34981 whole entry, looked up): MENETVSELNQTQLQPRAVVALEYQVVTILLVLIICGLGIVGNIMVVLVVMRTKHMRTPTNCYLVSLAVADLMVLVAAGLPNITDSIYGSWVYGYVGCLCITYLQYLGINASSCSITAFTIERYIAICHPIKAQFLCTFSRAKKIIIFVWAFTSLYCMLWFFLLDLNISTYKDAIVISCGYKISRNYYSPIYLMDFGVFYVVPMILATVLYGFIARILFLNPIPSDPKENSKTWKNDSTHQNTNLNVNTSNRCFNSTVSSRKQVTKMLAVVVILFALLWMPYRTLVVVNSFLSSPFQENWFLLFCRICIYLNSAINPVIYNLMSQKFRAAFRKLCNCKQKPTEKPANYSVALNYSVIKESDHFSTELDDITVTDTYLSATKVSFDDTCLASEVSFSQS
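TRHR-expressing cells loaded with fluo-8 calcium dye were read kinetically (ex 480/em 530) during compound addition, then stimulated with an EC20 of TRH (10 nM final). Enhancement of the Gq-mediated intracellular calcium response was scored.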
D2 PAM – HTS Assay for Positive Allosteric Modulators of the Human D2 Dopamine Receptor: Primary Screen for Potentiators; 340,000 compounds, 0.34% hits; D(2) dopamine receptor (Homo sapiens), P14416; AID 485347, 2010; potentiation, % at 10 µM; HEK293 T-REx D2, calcium flux, EC20 dopamine potentiation;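 active = potentiation over 3 SD above the plate norm, cut at about 30% in these data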; also: 0% is about no effect
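Using a no-wash calcium dye in inducible, force-coupled HEK293 Trex cells expressing D2, we tracked fluorescence each second for 180 s after compound, then for 180 s after EC20 dopamine to detect augmented signalling.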
D1 PAM – Potentiators of Human D1 Dopamine Receptor: qHTS; D(1A) dopamine receptor (Homo sapiens), P21728; HEK293 TREx D1 cells, calcium flux, dopamine EC20 potentiation; potentiation, % at 10 µM; 360,000 compounds, 0.036% hits; AID 504651, 2011; in the data active = potentiation above about 30%; also: 0% is about no effect
Target sequence (P21728 whole entry, looked up): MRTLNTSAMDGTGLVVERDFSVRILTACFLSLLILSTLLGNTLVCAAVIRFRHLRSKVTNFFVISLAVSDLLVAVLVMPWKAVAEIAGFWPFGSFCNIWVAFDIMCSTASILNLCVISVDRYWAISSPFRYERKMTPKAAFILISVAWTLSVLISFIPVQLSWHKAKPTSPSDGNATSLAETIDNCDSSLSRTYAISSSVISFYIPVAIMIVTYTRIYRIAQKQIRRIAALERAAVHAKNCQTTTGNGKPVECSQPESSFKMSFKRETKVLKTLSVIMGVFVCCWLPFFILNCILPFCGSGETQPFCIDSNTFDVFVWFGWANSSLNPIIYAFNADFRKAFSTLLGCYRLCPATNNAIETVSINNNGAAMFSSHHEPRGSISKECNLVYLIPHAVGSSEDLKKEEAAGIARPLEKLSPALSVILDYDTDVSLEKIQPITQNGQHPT
Apoferritin bind – qHTS Assay for Identification of Novel General Anesthetics; apoferritin/1-aminoanthracene competitive binding, fluorescence; AID 485281, 2010; 350,000 compounds, 0.074% hits; Potency, µM (highest dose often 77.5 µM), inactives show at the highest dose activity change, negative = displacement, actives largely listed as inhibitors; also: potency is read from the fitted curve at half-maximal effect; % is scaled to controls: 0 for no effect and ±100 for the full control effect; nearly all actives have a fitted effect of over 20% in size
Target sequence (P02791 2-175 limits assumed): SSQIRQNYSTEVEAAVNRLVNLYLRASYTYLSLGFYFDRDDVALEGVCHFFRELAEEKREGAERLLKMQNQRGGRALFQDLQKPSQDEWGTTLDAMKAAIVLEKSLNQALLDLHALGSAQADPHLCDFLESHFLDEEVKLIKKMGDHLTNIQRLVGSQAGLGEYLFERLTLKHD
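Horse-spleen apoferritin (10 uM) was mixed with 50% saturated 1-aminoanthracene in PBS, exposed to compounds for 10 min at room temperature, and read for fluorescence (ex 380 nm, em 535 nm). Competitive displacement was fitted with a four-parameter Hill equation.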
D1 ag – Allosteric Agonists of the Human D1 Dopamine Receptor: qHTS | D(1A) dopamine receptor (Homo sapiens), P21728 | HEK293 T-REx D1 cells, calcium flux, agonist mode | activation, % at 2 µM | 360,000 compounds, 1% hits | AID 504660, 2011; in the data active = activation above about 30%; also: 0% is about no effect
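Inducible HEK293 T-REx D1 cells, force-coupled to calcium signalling, were plated at 4000 cells/well with tetracycline and held overnight at 30 C. After no-wash calcium dye loading, compound-evoked calcium rise over 180 s flagged agonists.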
D1 antag – Antagonist of Human D 1 Dopamine Receptor: qHTS; D(1A) dopamine receptor (Homo sapiens), P21728; HEK293 TREx D1 cells, calcium flux, dopamine EC80; stronger effect = lower value; activity change, negative = inhibition, % at 10 µM; 360,000 compounds, 3.2% hits; AID 504652, 2011; in the data active = activity change below about -30%; also: % is scaled to controls: 0 for no effect and ±100 for the full control effect
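Calcium flux readout: force-coupled, inducible Hek293 Trex D1 line, cells induced overnight at 30 C with tetracycline, dye-loaded 30–90 min at RT. Antagonism scored against EC80 dopamine challenge given 180 s after compound.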
RXFP1 agonist – qHTS Assay for Agonists of the Relaxin Receptor RXFP1; Relaxin receptor 1 (Homo sapiens), Q9HBX9; HEK293T-RXFP1 cAMP TR-FRET, 30 min; response scale: percent of porcine relaxin response, buffer zero; Potency, µM (series often up to 57.5 µM), without a hit: at the highest dose activation, most hits filed as activators; 370,000 compounds, 0.3% hits; also: potency is read from the fitted curve at half-maximal effect; % is scaled to controls: 0 for no effect and ±100 for the full control effect; nearly all actives have a fitted effect of over 60% in size; many of its hits are not listed in these tables
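Agonist response is measured as cAMP accumulation in an RXFP1-transfected HEK293T line under PDE4 inhibition. Values are scaled between buffer-only and 29 nM porcine relaxin, and EC50s come from standard Hill equation fits.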
TRHR ag – qHTS for Small Molecule Agonists and Allosteric Enhancers of Human TRH Receptor: Primary Screen for Agonists. Thyrotropin-releasing hormone receptor (Homo sapiens), P34981. TRHR cells, calcium flux fluo-8, FDSS agonist mode. activation, % at 2 µM. 360,000 compounds, 0.18% hits. AID 493084, 2011; in the data active = activation above about 30%; also: 0% is about no effect
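Agonist-mode FDSS calcium read (Ex 480/Em 530, 1 s cycles) in 1536-well TRHR cells with fluo-8 dye, after 10-cycle baseline and 23 nL compound addition; TRH at EC20 (10 nM final) added afterwards for the enhancer phase.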
RXFP1 antagonist – qHTS Assay for Antagonists of the Relaxin Receptor RXFP1; HEK293-RXFP1, relaxin-stimulated cAMP HTRF, 30 min; stronger effect = lower value; activity change, negative = inhibition, % at 57.5 µM; 350,000 compounds, 0.59% hits;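 active = activity change of -60% or lower, but not beyond a set lower limit; inconclusive = change between -60% and -40%, or beyond the set limit; inactive = change above -40%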; also: % is scaled to controls: 0 for no effect and ±100 for the full control effect
* = called active by the depositor; ? = inconclusive; . = not tested or not shown; & = joins results of further samples; [ ] = dose if it differs, or a comment. Unless noted, calls follow the shape of the dose curve; as a rule, active = well fitted curve in the direction sought with a large enough effect; inconclusive = small, poorly fitted or top-dose-only effect, or another doubt; inactive = no such curve, though single readings can be large; an effect the other way counts as inactive or inconclusive.

Below each SMILES: Apoferritin bind	RXFP1 agonist	D1 PAM	D1 ag	RXFP1 antagonist	TRHR PAM	D1 antag	TRHR ag	D2 PAM
CN1C(=O)C2CN(CCc3ccccc3)CNC2N(C)C1=O (stereo not given)
 : -4%	1.7%	-12	3	0	-3	-35*	0.1	9
COC(=O)c1ccccc1NC(=O)c1ccc(Cn2cc(Cl)cn2)o1
 : -9%	4.3%	-2	4	-8	1	4	-0.7	-4
O=C(Nc1ccccc1NS(=O)(=O)c1ccc(F)cc1)C1CCC1
 : 4%	2.0%	6	4	-2	-8	-1	0.0	-1
COC(=O)C1CCN(Cc2nnc(-c3ccccc3)o2)CC1
 : 5%	0.7%	-5	4	8	-3	5	0.9	-16
CCCCC(=O)Nc1cc(N(C)C)nc2ccccc12
 : -1%	1.0%	-1	0	-5	-1	-7	-0.1	-13
CC(C)(C)C(=O)OCC1OC(n2cnc(C(N)=O)n2)C(O)C1O (stereo not given)
 : -7%	3.2%	-2	3	-12	7	-6	0.6	8
COc1ccc(C(=O)Cc2nnc(C)s2)c(OC)c1
 : 1%	3.0%	-2	1	-11	14	1	-0.6	-2
COc1cc(OC)c(NC(=O)c2cc3c(=O)oc4ccc(C)cc4c3s2)cc1Cl
 : -4%	-0.4%	-2	1	.	-5	0	0.5	-4
COC1CCCN(Cc2c(C(=O)N3CCc4ccccc4C3)nc3ccc(Cl)cn23)C1 (stereo not given)
 : -10%	2.3%	-6	1	11	6	-2	0.3	-3
COc1ccc(-c2c(C)c3ccc(O)c(CN4CCCC4)c3oc2=O)cc1
 : 858%[activator]	25%	-4	1	15	-6	28	-0.3	-1
Cc1ccc(N2CC(C(=O)Nc3nccs3)CC2=O)cc1Cl (stereo not given)
 : ?	0.3%	-3	1	-1	6	4	0.6	-11
COc1ccccc1-c1cn[nH]c(=S)n1
 : -11%	1.1%	-5	1	13	1	-1	-0.4	-10
Cc1ccc(NC(=O)NC(=O)CSc2nnc(-c3ccc(Cl)cc3Cl)n2N)c(C)c1
 : -6%	-0.5%	4	3	-8	-2	-12	0.6	-8
CN(C(=O)c1ccco1)c1nc(CC(=O)Nc2ccccc2)cs1
 : -5%	0.1%	0	-1	-21	-4	-3	0.0	-7
O=S(=O)(c1ccc(SCc2ccc(Br)cc2)nc1)N1CCOCC1
 : .	1.0%	-14	3	-3	-4	-43*	1.4	-11
O=C(O)C1(P(=O)(c2ccccc2)c2ccccc2)CCC1
 : -5%	-0.3%	2	3	-15	-4	3	-0.1	-2
NNc1nc2c(F)cccc2s1
 : 2%	-0.1%	-5	-1	-8	-3	8	-0.4	7
O=C(CNc1cccc([N+](=O)[O-])c1)N/N=C/c1ccc([N+](=O)[O-])o1
 : -6%	0.3%	1	2	-4	-7	-2	0.2	-13
Cc1ccc2nc(-c3ccc(NC(=O)CSc4nccc(=O)[nH]4)cc3)sc2c1
 : -4%	19%	4	1	-16	-1	8	0.4	6
Cc1ccc(NC(=O)CSCc2ccc(F)cc2)cc1
 : -6%	3.0%	0	2	-5	-6	4	0.4	-23
Cn1nc(C(F)(F)F)c2cc(C(=O)Nc3ccc(C(F)(F)F)cc3)sc21
 : -5%	-4.4%	-7	21	-17	-11	-45*	1.6	-27
COc1cccc(N2CN(C3CCCCC3)CNC2=S)c1
 : -10%	-0.5%	2	1	-14	-7	6	-0.8	10
O=C(Nc1ccccc1N1CCCC1)c1ccc(Br)o1
 : -20%	1.1%	-4	5	-4	4	-7	-0.1	7
O=C(c1ccccc1)C1CCN(C(=O)c2cccs2)CC1
 : 3%	-0.7%	-1	3	-11	1	6	-0.8	-1
CC(C)(C)n1ncc2c(=O)n(Cc3ccc(Cl)cc3Cl)cnc21
 : -11%	5.9%	-4	5	0	-13	-13	-1.2	4
COc1ccc(S(=O)(=O)N2CCCC(C(=O)NC3CC3)C2)cc1OC (stereo not given)
 : .	1.4%	-5	1	-13	4	-7	0.1	1
Cc1ccc(C(=O)Nc2c(C(=O)N3CCOCC3)cnn2-c2ccccc2)cc1
 : -18%	-1.4%	-2	3	-5	13	7	-0.2	33*
COc1cccc(C(=O)Nc2ccc3ccccc3c2)c1
 : -22%	-0.3%	1	1	-13	-7	-21	-1.9	2
COc1ccc(N/C(C)=C2/C(=O)C(=O)N(CCO)C2c2ccc([N+](=O)[O-])cc2)cc1 (stereo not given)
 : -22%	2.3%	-4	0	-6	0	-10	0.3	-3
COc1cc(NC(=S)N(C)CCC#N)c(OC)cc1Cl
 : 3%	0.2%	-3	8	-2	-2	8	-0.3	2
CCOC(=O)c1c(C)[nH]c(C)c1S(=O)(=O)NCC(=O)NCc1ccc(C)cc1
 : 0%	5.1%	-1	4	.	-1	-2	-0.3	-5
CCOc1ccccc1N1CCN(C(=O)NCc2ccc(F)cc2)CC1
 : 2%	0.4%	-8	4	-12	-3	-1	-1.7	-8
COc1ccc(C)cc1NC(=O)c1ccc(OC(F)F)cc1
 : 44%[activator]	1.0%	-2	1	11	-8	-7	-0.5	-3
O=C1C(=O)N(c2ccc(O)cc2)C(c2ccccc2[N+](=O)[O-])/C1=C(\O)c1ccccc1 (stereo not given)
 : -8%	0.5%	-11	1	-1	-1	7	1.7	13
CC(C)(C)C(=O)Nc1sc2c(c1-c1nc3ccccc3[nH]1)CCCC2
 : -14%	4.7%	5	4	12	11	-5	0.5	2
CSc1nnc(SCC(=O)NC(=O)c2ccccc2)s1
 : .	2.0%	-5	5	-19	6	-2	0.1	7
C=CCn1c(=O)n(CCOC)c(=O)c2sc3ccccc3c21
 : 3%	3.6%	-3	-3	1	3	-11	-0.4	-7
CC(=O)NC(CC(=O)NC(C)c1ccc(Cl)cc1Cl)c1ccccc1 (stereo not given)
 : -10%	-0.6%	-2	0	-11	13	11	-0.1	-5
O=C(NCc1ccccc1)c1cc(-c2ccncc2)nc2ccc(S(=O)(=O)N3CCOCC3)cc12
 : -16%	3.0%	-7	2	-25	1	12	-0.4	14
NCCCCNCCCN
 : 2%&-4%	-0.4%	-9	1	.	3	14	-0.4	-2
Cn1c(SCC(=O)Nc2ccc(NC(=O)c3cccs3)cc2)nnc1-c1ccncc1
 : 5%	2.9%	-9	0	-1	3	2	0.2	-2
O=C1CC(N2CCN(c3ccc(F)cc3)CC2)C(=O)N1Cc1ccccc1 (stereo not given)
 : -11%	0.7%	-3	2	-15	6	6	0.6	13
COc1ccc(N2CCN(C(=O)NCc3cccc(OC)c3)CC2)cc1
 : -1%	5.7%	-4	-2	8	-5	2	-0.8	-1
O=[N+]([O-])c1ccc(S(=O)(=O)NCC2COc3ccccc3O2)cc1 (stereo not given)
 : -22%	0.0%	-6	7	5	-8	0	-0.5	-18
CCOC(=O)c1c(S(=O)(=O)N2CCN(c3ccccc3OC)CC2)c(C)n(C)c1C
 : -1%	-0.3%	0	0	-5	-9	-6	-1.1	-5
Nc1nc(SCC(=O)C23CC4CC(CC(C4)C2)C3)n[nH]1
 : ?	-0.3%	0	-1	-11	6	12	-0.9	23
O=C(Nc1nnc(-c2ccc(F)cc2)s1)c1c(F)cccc1Cl
 : -11%	5.5%	-10	4	-5	-3	-17	0.5	9
O=C(COc1ccccc1F)NNC(=O)c1cccc(-n2cccc2)c1
 : -4%	-0.1%	-9	0	0	2	8	-2.2	-8
O=c1oc2ccccc2c(Nc2cccc3cccnc23)c1[N+](=O)[O-]
 : -12%	1.7%	8	0	-5	3	-7	-0.5	-1
CCOc1ccc(NC(=O)c2ccc3snnc3c2)cc1
 : -12%&-7%	0.6%&0.2%	-2&-4	8&3	-2	-8&2	11&-4	-0.2&0.5	-4

Later entries:
Below each SMILES: Apoferritin bind	RXFP1 agonist	D1 PAM	D1 ag	RXFP1 antagonist	TRHR PAM	D1 antag	TRHR ag	D2 PAM
Cc1nc(SCC(=O)Nc2cc(Cl)ccc2[N+](=O)[O-])nc(C)c1C
 : -12%	1.8%	2	1	18	1	-1	-0.5	-3
COc1cccc(NC(=O)CSC2=Nc3ccccc3C3=NC(CC(=O)NCCc4ccccc4)C(=O)N23)c1 (stereo not given)
 : -22%	-0.6%	-1	0	-6	0	3	0.3	5
CCOC(=O)c1ccc(NC(=O)CCC2COc3ccccc3O2)cc1 (stereo not given)
 : -22%	0.4%	-3	7	-18	-8	-10	0.1	-1
CC(C)(C)NC(=O)c1ccc2c(c1)C(=O)N(C1CCCCC1)C2=O
 : -7%	2.1%	-1	3	6	0	21	0.2	17
COc1ccc(NC(=O)CSc2ccc3nnc(-c4ccccn4)n3n2)cc1OC
 : -6%	-0.2%	-1	0	3	-3	0	0.5	7
Cc1nc(NS(=O)(=O)c2ccccc2)sc1NC(=O)Nc1ccc(Cl)cc1
 : 6%	-0.5%	-8	1	-4	-2	-27	0.0	-16
CN(C)c1ccc(/C=N/NC(=O)CCc2nc3ccccc3[nH]2)cc1
 : 2%	-2.3%	-1	2	8	0	-1	-2.9	0
Cc1cc(C)cc(C(=O)Nc2cccc(NC(=O)c3ccco3)c2)c1
 : -11%	-3.5%	0	0	6	3	-23	0.0	2
CN(C)S(=O)(=O)c1cccc(COC(=O)CN2CCCCCC2=O)c1
 : -6%	3.5%	-2	1	1	-4	-6	-0.5	.
O=C(O)CNC(=O)C(Cc1ccccc1)NC(=O)OCc1ccccc1 (stereo not given)
 : -1%	-0.2%	-15	1	-3	-1	-3	0.9	-2
Cc1ccc(-c2nn(CC(=O)Nc3cccc(C(F)(F)F)c3)c(=O)c3ccccc23)cc1
 : ?	-0.5%	4	4	-10	2	9	-0.2	-3
O=C(Nc1ccc2ccccc2c1)C(=O)C1C(=O)Nc2ccccc21 (stereo not given)
 : -14%	-2.2%	-12	1	.	1	-23	0.8	-2

This is a subset; rates above refer to the full screens.
